Compound activity (PubChem BioAssay)
D2 PAM – HTS Assay for Positive Allosteric Modulators of the Human D2 Dopamine Receptor: Primary Screen for Potentiators; 340,000 tested, 0.34% active; HEK293 T-REx D2, calcium flux, EC20 dopamine potentiation; potentiation, % at 10 µM; D(2) dopamine receptor (Homo sapiens), P14416;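 active means potentiation over 3 SD above the plate norm, cut at about 30% in these data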; further: 0% is about no effect
Target sequence (P14416 whole entry, looked up): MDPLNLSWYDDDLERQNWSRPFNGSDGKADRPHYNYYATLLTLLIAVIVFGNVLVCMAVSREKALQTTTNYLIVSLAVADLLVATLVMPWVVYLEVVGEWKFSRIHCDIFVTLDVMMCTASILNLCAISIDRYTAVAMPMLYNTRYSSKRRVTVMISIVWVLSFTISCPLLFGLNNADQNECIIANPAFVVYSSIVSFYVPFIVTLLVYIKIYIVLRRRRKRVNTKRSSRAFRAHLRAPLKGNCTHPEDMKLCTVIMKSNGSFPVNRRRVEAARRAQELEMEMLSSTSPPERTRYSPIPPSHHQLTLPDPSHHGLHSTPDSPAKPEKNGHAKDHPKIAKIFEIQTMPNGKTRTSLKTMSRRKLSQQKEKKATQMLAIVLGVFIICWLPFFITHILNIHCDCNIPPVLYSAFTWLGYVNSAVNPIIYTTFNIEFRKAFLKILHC
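Tetracycline-induced HEK293 T-REx cells force-coupled to calcium signalling expressed D2; compounds were pin-added after a 10 s baseline, read kinetically 180 s, then an EC20 dopamine challenge followed with a further 180 s calcium read.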
TRHR ag – qHTS for Small Molecule Agonists and Allosteric Enhancers of Human TRH Receptor: Primary Screen for Agonists; TRHR cells, calcium flux fluo-8, FDSS agonist mode; activation, % at 2 µM; 360,000 tested, 0.18% active; AID 493084, 2011; Thyrotropin-releasing hormone receptor (Homo sapiens), P34981; further: 0% is about no effect
Target sequence (P34981 whole entry, looked up): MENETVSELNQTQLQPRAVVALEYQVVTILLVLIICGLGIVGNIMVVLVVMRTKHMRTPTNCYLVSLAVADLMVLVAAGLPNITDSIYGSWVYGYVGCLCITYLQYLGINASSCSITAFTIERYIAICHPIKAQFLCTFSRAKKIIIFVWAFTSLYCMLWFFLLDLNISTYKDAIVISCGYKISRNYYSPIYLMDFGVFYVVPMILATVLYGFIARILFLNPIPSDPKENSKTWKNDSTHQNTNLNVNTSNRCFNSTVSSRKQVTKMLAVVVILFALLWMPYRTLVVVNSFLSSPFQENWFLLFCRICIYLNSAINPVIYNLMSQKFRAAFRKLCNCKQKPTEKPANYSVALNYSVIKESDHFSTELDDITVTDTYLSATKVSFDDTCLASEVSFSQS
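Steps: seed TRHR cells overnight; add fluo-8 no-wash Ca dye, RT 30 min–1.5 h; record 10 s baseline; pin-transfer compounds; monitor fluorescence 1 cycle/s for the agonist window. Calcium increases flag candidate agonists.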
RXFP1 antagonist – qHTS Assay for Antagonists of the Relaxin Receptor RXFP1; Relaxin receptor 1 (Homo sapiens), Q9HBX9; HEK293-RXFP1, relaxin-stimulated cAMP HTRF, 30 min; stronger effect = lower value; activity change, negative = inhibition, % at 57.5 µM; 350,000 tested, 0.59% active;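 active means activity change of -60% or lower, but not beyond a set lower limit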; further: on the % scale 0 is the no-effect control and ±100 the full control effect
D2 antag – HTS Assay for Allosteric Antagonists of the Human D2 Dopamine Receptor: Primary Screen for Antagonists; D(2) dopamine receptor (Homo sapiens), P14416; inhibition, % at 10 µM; HEK293 TREx D2 cells, calcium flux, dopamine EC80; 340,000 tested, 2% active; AID 485344, 2010; in the data active means inhibition above about 30%; further: 0% is about no effect
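Tetracycline-induced HEK293 T-REx cells expressing D2 force-coupled to calcium signalling were dye-loaded, exposed to compound for 180 s, then challenged with an EC80 of dopamine; calcium flux was followed kinetically for a further 180 s.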
D1 agonist – Allosteric Agonists of the Human D1 Dopamine Receptor: qHTS. activation, % at 2 µM. D(1A) dopamine receptor (Homo sapiens), P21728. 360,000 tested, 1% active. AID 504660, 2011. HEK293 T-REx D1 cells, calcium flux, agonist mode; further: 0% is about no effect
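Agonism was scored from calcium flux recorded over 180 s (1 read/s) after pintool compound addition, following a 10-cycle baseline. Cells were inducible force-coupled HEK293 TREx D1, plated overnight at 30 C and loaded with no-wash calcium dye.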
D2 agonist – HTS Assay for Allosteric Agonists of the Human D2 Dopamine Receptor: Primary Screen for Agonists; D(2) dopamine receptor (Homo sapiens), P14416; HEK293 T-REx D2 cells, calcium flux agonist mode; 340,000 tested, 0.53% active; activation, % at 2 µM;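 active means activation over 3 SD above normal in the single-dose calcium agonist read, cut at about 30% in these data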; further: 0% is about no effect
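Agonism is scored from calcium flux in a force-coupled, inducible HEK293 cell line expressing D2, read kinetically for 180 s after compound addition against dopamine controls.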
D1 antagonist – Antagonist of Human D 1 Dopamine Receptor: qHTS; HEK293 TREx D1 cells, calcium flux, dopamine EC80; stronger effect = lower value; 360,000 tested, 3.2% active; activity change, negative = inhibition, % at 10 µM; D(1A) dopamine receptor (Homo sapiens), P21728; AID 504652, 2011; in the data active means activity change below about -30%; further: on the % scale 0 is the no-effect control and ±100 the full control effect
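Cells carrying a force-coupled, tetracycline-inducible human D1 receptor report calcium flux. Each well gets a 10 s baseline, compound with 180 s monitoring, then an EC80 dopamine stimulus with a second 180 s kinetic read.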
D1 PAM – Potentiators of Human D1 Dopamine Receptor: qHTS; D(1A) dopamine receptor (Homo sapiens), P21728; HEK293 TREx D1 cells, calcium flux, dopamine EC20 potentiation; potentiation, % at 10 µM; 360,000 tested, 0.036% active; AID 504651, 2011; in the data active means potentiation above about 30%; further: 0% is about no effect
TRHR enhancer – qHTS for Small Molecule Agonists and Allosteric Enhancers of Human TRH Receptor: Primary Screen for Enhancers; Thyrotropin-releasing hormone receptor (Homo sapiens), P34981; TRHR cells, fluo-8 calcium fluorescence, EC20 TRH enhancement; enhancement, % at 2 µM; 360,000 tested, 0.66% active; AID 493056, 2011; in the data active means enhancement above about 30%; further: 0% is about no effect
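Enhancer read-out: after compound pinning and an initial kinetic agonist-mode read, an EC20 of TRH (10 nM final) was injected and fluo-8 calcium signal (Ex 480/Em 530) followed at 1 s/cycle for 100 cycles in TRHR-expressing cells.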
An asterisk follows results filed as active; x = no result given. Unless noted, no stated cut-off is given here; in the data, active means activation above about 30%; inactive means the rest.

SMILES | D2 PAM | TRHR ag | RXFP1 antagonist | D2 antag | D1 agonist | D2 agonist | D1 antagonist | D1 PAM | TRHR enhancer
CC(C)n1c(=O)c2oc3ccccc3c2n(Cc2ccccc2F)c1=O | x | 0.4 | -11 | x | 1 | 0.3 | 21 | 0 | -4
O=C(CCn1c(=O)sc2ccccc21)Nc1ccon1 | -7 | 0.1 | 5 | 6 | -2 | -0.2 | 23 | -5 | 43*
O=C(Nc1nc(-c2cccnc2)cs1)c1ccccc1Cl | -1 | 0.0 | -9 | -2 | 4 | 0.2 | -2 | -1 | 2
COc1ccc(C(=O)CSc2nnc(CN3CCCCC3)n2-c2ccc(F)cc2)cc1 | -9 | 3.6 | 11 | -9 | 24 | 8.1 | 7 | -1 | 9
CCN(CC)S(=O)(=O)c1ccc(NC(=O)c2ccccc2N(C)S(C)(=O)=O)cc1 | 2 | 1.0 | 1 | -4 | 0 | -0.3 | -24 | -1 | -1
CCCCC1(C)Cc2ccccc2C(=S)N1 (stereo not drawn) | 6 | -0.6 | 8 | -16 | 1 | -0.7 | 4 | -3 | -4
COc1ccc(-c2cc(=O)c3ccccc3[nH]2)cc1 | -3 | 0.0 | x | 5 | -2 | -0.8 | -5 | 0 | -8
COC(=O)c1ccccc1NC(=O)c1cc(CN2CCOCC2)on1 | 9 | 0.2 | -19 | x | 3 | 0.1 | -10 | -6 | -3
Cc1ccc(-c2noc(CNC(=O)c3ccoc3C)n2)cc1 | -9 | 1.8 | -17 | -8 | 5 | 0.2 | 0 | -6 | -3
Cc1nc2ncnn2c(N2CCN(C(=O)c3cccc(F)c3)CC2)c1C | 8 | 0.1 | 10 | -6 | 1 | -1.1 | -2 | -2 | 0
Nc1nonc1-n1nnc(C(=O)N/N=C/c2cccc(Cl)c2Cl)c1CN1CCCC1 | 4 | 0.6 | -29 | -10 | -1 | -0.4 | -2 | 1 | -1
CCc1ccc(CC)c(S(=O)(=O)Nc2ccc(O)c(C(=O)O)c2)c1 | 9 | 0.6 | 24 | -10 | 4 | 0.3 | 8 | 1 | 4
COc1cc(NC(=O)c2ccc(Br)cc2)c(OC)cc1NC(=O)c1ccccc1 | 14 | 0.6 | 3 | 4 | 5 | -0.6 | 15 | 1 | -1
O=c1oc2c(CN3CCOCC3)c(O)ccc2c2ccccc12 | -25 | -0.2 | -2 | 2 | 1 | 0.3 | -6 | -5 | 4
CCC(=O)N1CCN(c2ccccc2NC(=O)Cc2ccccc2)CC1 | 15 | -0.3 | 7 | 2 | 0 | -2.4 | 2 | -2 | 6
COc1ccc(/C=N/Nc2nc3ccccc3s2)cc1O | 16 | 1.2 | -31 | -1 | 0 | -0.1 | -3 | -6 | 18
Cc1cc(=O)[nH]c(SCC(=O)Nc2nnc(SCc3ccccc3)s2)n1 | 9 | -0.3 | -27 | 16 | 4 | -0.9 | -13 | -4 | -3
O=C(NNc1ccccc1[N+](=O)[O-])Nc1ccc(Cl)c(Cl)c1 | -7 | -0.7 | -30 | 8 | 14 | -0.1 | -27 | 3 | 9
COc1ccc(NC(=O)Cn2cc(C(C)=O)c3ccccc32)cc1 | 3 | 0.4 | -3 | 0 | 9 | -0.1 | 1 | 14 | 3
CC(C)NS(=O)(=O)c1ccc(OCC(=O)N2CCN(c3ccccc3)CC2)cc1 | -2 | 0.3 | -13 | -2 | 0 | 1.1 | -18 | 1 | 1
CCc1nnc(N/N=C/c2ccccc2Cl)n1N | 2 | -0.8 | -8 | 14 | 0 | -0.9 | 15 | 1 | 2
CN(C)C(=S)Nc1ccc2c(c1)OCO2 | 9 | 0.6 | -13 | x | 3 | x | -7 | -5 | -1
O=C(Cc1c[nH]c2ccccc12)N1CCc2ccccc21 | x | 0.9 | -9 | -15 | 2 | 1.0 | 3 | -1 | 2
CCOC(=O)c1ccc(CC(=O)c2ccc(O)c(O)c2O)o1 | 10 | 1.6 | -13 | 4 | 7 | -1.0 | -48* | 1 | -2
O=C(COC(=O)c1c(F)cccc1Cl)NC(=O)Nc1ccc2c(c1)OCCO2 | 13 | 3.7 | -6 | -14 | 3 | 0.1 | -3 | -1 | 4
CCOC(=O)C1CCCN(C/C(O)=C(\C#N)c2nc(-c3ccc(Cl)cc3)cs2)C1 (stereo not drawn) | -4 | 0.8 | 11 | 9 | -2 | 1.2 | -8 | -7 | 1
Cc1cccc(OCC(=O)N(Cc2ccco2)C2CCS(=O)(=O)C2)c1 (stereo not drawn) | 2 | 0.1 | -2 | 10 | 3 | -0.2 | -13 | -12 | -1
O=C(NCc1ccco1)C12CN(Cc3ccccc3)CC1C(c1cccc([N+](=O)[O-])c1)=NO2 (stereo not drawn) | 17 | -0.1 | x | -5 | 0 | 0.4 | -9 | -5 | 4
CCC(CC)C(=O)Nc1ccccc1SCc1cc(=O)c2cccc(C)c2[nH]1 | -13 | -0.4 | 4 | x | 0 | 0.5 | 0 | 1 | 0
Cc1ccc(-c2nc(C=Nc3ccccc3)c(O)o2)cc1 | -19 | -1.1 | -11 | 6 | 0 | 0.0 | 3 | -6 | 0
COc1ccc2sc(N(CCN(C)C)C(=O)c3cc(Cl)sc3Cl)nc2c1 | -3 | 0.7 | -12 | 2 | 1 | -0.2 | -14 | -4 | -5
Cn1c(Oc2ccc(F)cc2)c(C=O)c2ccccc21 | 7 | 2.6 | -7 | -11 | 2 | 0.0 | 7 | -2 | -2
Cc1ccc2c(CNCc3ccc(C)o3)c(C(=O)O)n(Cc3ccccc3C)c2c1 | 8 | 0.2 | -8 | x | 0 | x | 12 | 5 | 12
O=C1/C(=C/c2ccc(O)c(O)c2)Oc2cc(O)ccc21 | -5 | 11 | 3 | -29 | 46* | 4.0 | 12 | -6 | -4
CN(Cc1ccccc1)C(=O)Nc1ccccc1 | 16 | 1.3 | 10 | 6 | 2 | 0.4 | 2 | -7 | -3
Cc1cc(C)cc(NC(=O)c2cc(S(=O)(=O)N3CCOCC3)cn2C)c1 | -14 | 0.3 | -5 | x | 4 | -0.9 | -8 | -4 | 14

No new results follow: entries from further up.
SMILES | D2 PAM | TRHR ag | RXFP1 antagonist | D2 antag | D1 agonist | D2 agonist | D1 antagonist | D1 PAM | TRHR enhancer
CCOC(=O)C1CCCN(C/C(O)=C(\C#N)c2nc(-c3ccc(Cl)cc3)cs2)C1 (stereo not drawn) | -4 | 0.8 | 11 | 9 | -2 | 1.2 | -8 | -7 | 1
Cc1cccc(OCC(=O)N(Cc2ccco2)C2CCS(=O)(=O)C2)c1 (stereo not drawn) | 2 | 0.1 | -2 | 10 | 3 | -0.2 | -13 | -12 | -1
O=C(NCc1ccco1)C12CN(Cc3ccccc3)CC1C(c1cccc([N+](=O)[O-])c1)=NO2 (stereo not drawn) | 17 | -0.1 | x | -5 | 0 | 0.4 | -9 | -5 | 4
CCC(CC)C(=O)Nc1ccccc1SCc1cc(=O)c2cccc(C)c2[nH]1 | -13 | -0.4 | 4 | x | 0 | 0.5 | 0 | 1 | 0
Cc1ccc(-c2nc(C=Nc3ccccc3)c(O)o2)cc1 | -19 | -1.1 | -11 | 6 | 0 | 0.0 | 3 | -6 | 0
COc1ccc2sc(N(CCN(C)C)C(=O)c3cc(Cl)sc3Cl)nc2c1 | -3 | 0.7 | -12 | 2 | 1 | -0.2 | -14 | -4 | -5
Cn1c(Oc2ccc(F)cc2)c(C=O)c2ccccc21 | 7 | 2.6 | -7 | -11 | 2 | 0.0 | 7 | -2 | -2
Cc1ccc2c(CNCc3ccc(C)o3)c(C(=O)O)n(Cc3ccccc3C)c2c1 | 8 | 0.2 | -8 | x | 0 | x | 12 | 5 | 12
O=C1/C(=C/c2ccc(O)c(O)c2)Oc2cc(O)ccc21 | -5 | 11 | 3 | -29 | 46* | 4.0 | 12 | -6 | -4
CN(Cc1ccccc1)C(=O)Nc1ccccc1 | 16 | 1.3 | 10 | 6 | 2 | 0.4 | 2 | -7 | -3
Cc1cc(C)cc(NC(=O)c2cc(S(=O)(=O)N3CCOCC3)cn2C)c1 | -14 | 0.3 | -5 | x | 4 | -0.9 | -8 | -4 | 14

(cont.)
SMILES | D2 PAM | TRHR ag | RXFP1 antagonist | D2 antag | D1 agonist | D2 agonist | D1 antagonist | D1 PAM | TRHR enhancer
Cc1ccc(S(=O)(=O)c2c(C)c(C)c(C)[nH]c2=O)cc1 | 9 | 0.1 | 6 | 12 | 1 | 0.3 | -7 | -8 | -5
COc1cccc(CCC(=O)Nc2cccc(S(=O)(=O)N3CCCC3)c2)c1OC | 13 | 0.3 | 2 | -20 | 4 | 0.9 | -2 | 2 | -1
C/C(=N/N1CCN(c2ccccn2)CC1)c1cccc([N+](=O)[O-])c1 | 13 | 0.3 | -3 | -8 | 2 | 0.8 | 9 | 1 | 0
CCOc1ccccc1NC(=O)c1ccc2c(c1)CCN2S(C)(=O)=O | -2 | -1.9 | x | x | 0 | -0.4 | -1 | 6 | 0
Cc1ccc(NC(=O)C(=O)Nc2ccc(C)cn2)nc1 | 0 | -0.2 | -1 | -8 | 1 | 0.3 | -13 | -1 | 2
C=CCNc1nc(-c2cccc(OC)c2O)nc2ccccc12 | 5 | -0.3 | -3 | -2 | 1 | 4.0 | -13 | -9 | 1
COc1ccc(-c2nc3ccccc3c(=O)n2NC(=S)N(C)C)cc1 | 1 | 0.2 | x | -6 | 4 | 1.1 | 3 | 0 | 2
Cc1nc2ccccc2c2c1C(=O)N(CCC1=CCCCC1)C2=O | -1 | 0.9 | x | -4 | 1 | 0.5 | 4 | 10 | 7
CC(C)(C)c1ccc(C(=O)CC(=O)c2cc(Cl)ccc2O)cc1 | 9 | 0.2 | -34 | -20 | -1 | 0.0 | -4 | -4 | 7
Cc1ccc(NC(=O)CN(C)C(=O)COC(=O)c2nc3nccc(C)n3n2)cc1 | 9 | -1.5 | -4 | -27 | 2 | 0.2 | 17 | 2 | 7
CN(C(=O)/C(N=Nc1cccc(C(F)(F)F)c1)=C(\O)C(F)(F)F)c1ccccc1 | 1 | -1.0 | 9 | 0 | 4 | -1.3 | -17 | -9 | -6
CC(C)CCNC(=O)C(c1ccc(O)cc1)N(Cc1cccs1)C(=O)C1COc2ccccc2O1 (stereo not drawn) | -6 | -0.5 | 2 | 1 | 5 | 1.3 | -7 | -3 | -12
